GASC-1 inh – inhibitors of human GASC-1 (JMJD2C) demethylase. Q9H3R0. GST-JMJD2C(1-420) H3K9me3 demethylation, DELFIA europium. inhibition, % at 2.35 µM. actives 0.069% (n = 330,000);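 active = more than half of a compound's replicate wells show inhibition beyond 50%, single wells judged on their own value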;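 note: signal counts dimethyl H3K9 product captured on neutravidin plate; 0% = median of DMSO wells and 100% = 0.3 times that DMSO median; strong numbers were not always called active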
Target sequence (Q9H3R0 1-420 limits assumed): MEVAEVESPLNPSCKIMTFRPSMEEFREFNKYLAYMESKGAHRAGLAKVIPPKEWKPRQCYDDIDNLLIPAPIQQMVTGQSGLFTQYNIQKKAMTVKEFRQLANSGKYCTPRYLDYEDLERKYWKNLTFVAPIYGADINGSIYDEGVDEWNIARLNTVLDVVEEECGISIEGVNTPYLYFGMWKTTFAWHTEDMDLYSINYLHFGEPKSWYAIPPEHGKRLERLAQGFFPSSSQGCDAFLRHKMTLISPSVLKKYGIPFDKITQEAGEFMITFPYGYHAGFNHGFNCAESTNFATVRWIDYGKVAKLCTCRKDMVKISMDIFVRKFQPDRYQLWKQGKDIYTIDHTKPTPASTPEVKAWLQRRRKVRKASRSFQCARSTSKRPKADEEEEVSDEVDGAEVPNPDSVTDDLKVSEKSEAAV
GRK2 aptamer HTS – blocks RNA aptamer binding to human GRK2. inhibition of aptamer binding, % at 10 µM. bead flow cytometry, FAM-aptamer displacement from GRK2. AID 488847. actives 0.59% (n = 330,000);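 active = inhibition of aptamer binding above 40%, roughly 3 SD of noise, on plates passing a quality check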;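 note: median bead fluorescence of bound FAM aptamer so fluorescent compounds give negative values; no value below 0 was filed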
Fh CTSL1 inh – counter-screen for PFM18AAP inhibitors: inhibitors of F. hepatica cathepsin L1; recombinant F. hepatica cathepsin L1, Z-Leu-Arg-MCA fluorescence; inhibition, % at 5.96 µM; actives 0.49% (n = 300,000);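 active = inhibition above the mean of all tested compounds plus 3 SD, set per screening campaign, cut at about 17% in these data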;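 note: 0% = plate median of test compound wells and 100% = 1 µM Z-Phe-Ala-diazomethylketone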
proCasp3 act – procaspase-3 (human) activation; P42574; recombinant procaspase-3 D3A, Ac-DEVD-pNA absorbance 405 nm; activation, % at 8.5 µM; actives 0.11% (n = 330,000); AID 463141;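 active = activation above the mean of all tested compounds plus 3 SD, cut at about 21% in these data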;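 note: 0% = DMSO alone and 100% = DMSO wells spiked with extra 5 µM PC-3 D3A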
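Test system: Procaspase-3 D3A mutant; medium: Zinc-free HEPES/NaCl buffer with 0.01% Triton X-100 at pH 7.4; reagent: DEVD-pNA substrate; doses: one concentration, 8.5 µM nominal, 0.8% DMSO; times: 1 h preincubation plus 2 h reaction at 25 °C; signal: Epi-absorbance at 405 nm of released p-nitroaniline, 0 and 120 min; replicates: singlicate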
procasp7 counter – counter-screen for procaspase-3 activators: activators of human procaspase-7; activation, % at 8.5 µM; AID 463210; recombinant procaspase-7, Ac-DEVD-pNA absorbance 405 nm; D23A/D198A/D206A triple mutant, cannot self-cleave; scale: DMSO 0, 5 µM enzyme 100; actives 0.093% (n = 330,000); P55210;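 active = percent activation above the screen-wide mean plus 3 SD, cut at about 25% in these data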
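Material: Procaspase-7 triple mutant (PC-7 D3A) | Quantity: 2 µM procaspase-7 mutant as dispensed | Reagent: DEVD-pNA substrate | Times: 1 h preincubation, 2 h reaction | Technique: 405 nm absorbance of p-nitroaniline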
HCV core dimer – blocks dimerization of HCV core protein. TR-FRET GST/Flag-core106 dimerization, 1536-well. inhibition, % at 5 µM. actives 0.33% (n = 300,000). AID 1899;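 active = inhibition above the mean of all tested compounds plus 3 SD, set per screening campaign, cut at about 45% in these data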
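System: GST/Flag-tagged HCV core106 proteins. Incubation: compound-protein-antibody incubation 4 h at 22.5 °C. Technique: HTRF with 340 nm excitation, 617/671 nm emission. Medium: KF-containing HEPES buffer, pH 7.45, DTT, CHAPS, BSA. Read-out: inhibition (%) from 671 over 617 nm ratio. Also added: Eu(K)-anti-GST 90 ng/mL plus XL665-anti-Flag 1 µg/mL.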
VLA-4 inh – inhibition in a human VLA-4 binding assay; P13612; VLA-4 expressing cells, ligand binding flow cytometry; inhibition, % (about 7 µM as worked out from the volumes in the protocol); actives 0.2% (n = 330,000); AID 2557; in the data active = inhibition above about 50%
PP1 counter – counter-screen for PP5 inhibitors: inhibitors of human PP1-alpha; purified PP1alpha, OMFP fluorescence; AID 2235; P62136; actives 0.9% (n = 320,000); inhibition, % at 6.7 µM;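 active = inhibition above the mean inhibition of all tested compounds plus 3 SD, computed separately for each screening campaign, cut at about 15% in these data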
PP5 inh – inhibitors of human protein phosphatase 5 (PP5); P53041; inhibition, % at 6.7 µM; AID 1987; purified PP5c, OMFP substrate fluorescence; actives 0.18% (n = 320,000);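 active = inhibition above the campaign's mean inhibition across all tested compounds plus 3 SD, cut at about 9.5% in these data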;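 note: 0% = DMSO only and 100% = 100 µM cantharidin control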
Target sequence (P53041 whole entry, looked up): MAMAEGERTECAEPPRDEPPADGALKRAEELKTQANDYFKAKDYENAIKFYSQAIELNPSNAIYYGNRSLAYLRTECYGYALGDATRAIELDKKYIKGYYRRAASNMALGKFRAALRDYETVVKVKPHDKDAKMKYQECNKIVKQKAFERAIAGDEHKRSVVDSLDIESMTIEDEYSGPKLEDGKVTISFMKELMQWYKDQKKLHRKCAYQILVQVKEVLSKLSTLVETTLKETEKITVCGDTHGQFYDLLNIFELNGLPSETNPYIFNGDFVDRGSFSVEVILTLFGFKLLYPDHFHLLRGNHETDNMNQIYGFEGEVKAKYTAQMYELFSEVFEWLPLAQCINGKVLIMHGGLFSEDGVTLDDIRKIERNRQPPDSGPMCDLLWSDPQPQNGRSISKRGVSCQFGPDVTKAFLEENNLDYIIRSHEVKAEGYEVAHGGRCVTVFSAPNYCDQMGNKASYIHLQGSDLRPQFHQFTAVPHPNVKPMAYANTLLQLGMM
* = called active by the depositor; i = inactive; / = no result given.

Screens by letter – A = GASC-1 inh; B = GRK2 aptamer HTS; C = Fh CTSL1 inh; D = proCasp3 act; E = procasp7 counter; F = HCV core dimer; G = VLA-4 inh; H = PP1 counter; I = PP5 inh
1	CCOc1ccc(S(=O)(=O)N2CCN(C(=O)Cc3ccc(S(=O)(=O)N4CCOCC4)s3)CC2)cc1
  A = -13; B = 4; C = 7; D = -4; E = -4; F = 14; G = 5; H = -2; I = 2.7
2	CCCCCC(=O)NNC(=O)c1ccc(F)cc1
  A = 0; B = 0; C = 7; D = -4; E = 3; F = -13; G = -4; H = 9; I = 3.1
3	O=C1c2ccccc2C(=O)N1CCCc1cn(C[C@H]2CC[C@@H]([C@@H]3CC[C@H](Cn4cc(CCCN5C(=O)c6ccccc6C5=O)nn4)O3)O2)nn1
  A = 3; B = 2; C = -4; D = 1; E = -10; F = 7; G = -6; H = 0; I = 0.5
4	COc1ccc2c(c1)C(=O)C(=O)N2CC1COc2ccccc2O1 (centres undefined)
  A = 2; B = 3; C = 1; D = 1; E = 0; F = 4; G = 32; H = 7; I = 2.0
5	O=C(CN1CCN(c2ccc(O)cc2)CC1)Nc1ccc(SC(F)F)cc1
  A = -4; B = 0; C = 2; D = -14; E = -23; F = 5; G = 15; H = -1; I = -1.1
6	COc1ccc(C(CC(=O)N2CCCCC2)c2c(OC)cc(OC)c3ccc(=O)oc23)cc1 (centres undefined)
  A = -3; B = /; C = -1; D = -1; E = 3; F = 1; G = /; H = 1; I = 2.3
7	c1ccc2c(c1)OCCc1c-2[nH]c2ccccc12
  A = -2; B = 0; C = 2; D = -4; E = -8; F = -8; G = 25; H = -1; I = 1.8
8	Cc1ccc2c(c1)N/C(=C(\C=C(/Cl)[N+](=O)[O-])[N+](=O)[O-])N2
  A = 0; B = 2; C = -3; D = -2; E = 5; F = 2; G = -36; H = -4; I = 0.1
9	CCCCN(C)C(=O)c1ccc2c(c1)N(CC)C(=O)c1ccccc1S2=O (centres undefined)
  A = -7; B = 0; C = -2; D = 14; E = 13; F = 9; G = -1; H = -3; I = -1.0
10	CC(C)(C)c1ccc(OCCC(=O)Nc2ccc(N3CCOCC3)cc2N2CCOCC2)cc1
  A = 26; B = 10; C = 2; D = 4; E = -3; F = 5; G = 7; H = -4; I = 2.1
11	CSc1cccc(NC(=O)CSc2nnc(C)s2)c1
  A = -1; B = 2; C = 0; D = 0; E = -12; F = -3; G = 10; H = 0; I = 2.9
12	CNC(=S)NC1CC2CCC(C1)N2Cc1ccccc1 (centres undefined)
  A = -7; B = 0; C = 1; D = -5; E = 0; F = 0; G = -3; H = -4; I = 1.0
13	COc1ccc([C@H]2CC(=O)C=C(c3cccc(CO)c3)C2)cc1
  A = 7; B = 6; C = /; D = 3; E = 9; F = /; G = 11; H = -1; I = 1.1
14	Cc1cc2ncn(CC(O)COC3CCCCC3)c2cc1C (centres undefined)
  A = -3; B = 0; C = -6; D = -4; E = 2; F = 0; G = -10; H = -2; I = 4.2
15	Cc1ccc(N(CC(O)Cn2c3ccccc3c3ccccc32)S(C)(=O)=O)cc1 (centres undefined)
  A = -4; B = 54*; C = 4; D = -11; E = 6; F = -2; G = -2; H = 3; I = 5.1

Part of the list above, reduced to PP5 inh and PP1 counter:
nr | molecule | PP5 inh | PP1 counter
8 | Cc1ccc2c(c1)N/C(=C(\C=C(/Cl)[N+](=O)[O-])[N+](=O)[O-])N2 | 0.1 | -4
9 | CCCCN(C)C(=O)c1ccc2c(c1)N(CC)C(=O)c1ccccc1S2=O (centres undefined) | -1.0 | -3
10 | CC(C)(C)c1ccc(OCCC(=O)Nc2ccc(N3CCOCC3)cc2N2CCOCC2)cc1 | 2.1 | -4

More compounds:
Screens by letter – A = GASC-1 inh; B = GRK2 aptamer HTS; C = Fh CTSL1 inh; D = proCasp3 act; E = procasp7 counter; F = HCV core dimer; G = VLA-4 inh; H = PP1 counter; I = PP5 inh
16	O=C(O)c1ccc(NCCC2=CCCCC2)c([N+](=O)[O-])c1
  A = -5; B = 0; C = 7; D = 0; E = 2; F = 4; G = 0; H = -2; I = -0.4
17	CCOc1ccccc1NC(=O)CN(c1ccc(OC)cc1)S(=O)(=O)c1c(C)[nH]c(=O)[nH]c1=O
  A = 34; B = 0; C = -1; D = 6; E = -6; F = 6; G = 18; H = -3; I = 2.1
18	CC(/C=N/NC(=O)c1n[nH]c2c1CCC2)=C\c1ccccc1
  A = -7; B = 0; C = 2; D = -4; E = -1; F = 3; G = 45; H = 0; I = 1.4
19	O=C1C=C(c2ccc(-c3ccccc3)c(F)c2)C[C@@H](c2ccc(F)cc2)C1
  A = -1; B = 2; C = /; D = -3; E = 5; F = /; G = 26; H = -5; I = 2.0
20	CCCCn1nc2cc(C(=O)NCC34CC5CC(CC(C5)C3)C4)ccc2c1OCC
  A = 5; B = 0; C = 3; D = 2; E = 4; F = 3; G = 22; H = 5; I = 3.6
21	COc1ccc(NC(=O)/C(=C\c2ccc(F)cc2)NC(=O)c2ccco2)cc1
  A = -9; B = 0; C = 0; D = 0; E = 5; F = 6; G = 8; H = 4; I = 0.7
22	COc1cccc(N2CCN(C(=O)c3cc4c(OC)c(OC)c(OC)cc4[nH]3)CC2)c1
  A = -10; B = 0; C = -1; D = -2; E = 8; F = -10; G = -16; H = 0; I = 0.3
23	COc1ccc(S(=O)(=O)N2CCCN(CCC(=O)Nc3cccc(C(F)(F)F)c3)CC2)cc1
  A = /; B = 2; C = 2; D = 3; E = 1; F = -1; G = -15; H = 3; I = 3.6
24	CC(OC(=O)c1cc(S(=O)(=O)N2CCOCC2)ccc1F)C(=O)NC1CCCCC1C (centres undefined)
  A = -21; B = 10; C = -6; D = 1; E = 9; F = -5; G = 4; H = -3; I = 0.2
25	Cc1cccc(NS(=O)(=O)c2cc3c4c(c2)CC(=O)N4CCC3)c1C
  A = -7; B = 3; C = -2; D = -1; E = -3; F = 7; G = 1; H = -2; I = 0.3
26	CCOC(=O)CC(=O)Nc1nnc(CC(C)C)s1
  A = 2; B = 0; C = -3; D = 1; E = 12; F = -1; G = 1; H = 4; I = 0.7
27	O=C1CCN(C(=O)c2ccccc2)C2CCCCC12 (centres undefined)
  A = 5; B = 2; C = -2; D = 11; E = 6; F = 6; G = 5; H = -7; I = 3.0
28	Cc1ccc2cc(C(=O)O)c(C)nc2c1
  A = 0; B = 3; C = 0; D = -6; E = 4; F = -4; G = -3; H = 0; I = 1.7
29	COc1ccc(C(=O)C2CCCN(Cc3c(F)ccc(F)c3F)C2)c(OC)c1 (centres undefined)
  A = 0; B = 10; C = -2; D = 2; E = -2; F = 2; G = -3; H = -3; I = 1.8
30	Cc1nnc(SCC(=O)Nc2ccccc2C(=O)NC2CC2)s1
  A = -4; B = 0; C = -4; D = -2; E = -2; F = -6; G = 22; H = -5; I = 0.3
31	CC(=NCc1ccco1)c1c(C(F)(F)F)[nH]n(-c2nc3ccccc3s2)c1=O
  A = -1; B = 0; C = 4; D = 6; E = -9; F = 4; G = -4; H = 3; I = 2.6
32	N#C/C(=C/c1ccc(N2CCOCC2)o1)c1nc2ccccc2[nH]1
  A = /; B = 0; C = 5; D = -7; E = -2; F = -91; G = -43; H = 0; I = 1.1
33	Cc1cc(N/N=C/c2ccc(Cl)cc2Cl)nc(NCc2ccccc2)n1
  A = 4; B = 1; C = -2; D = -3; E = 14; F = -7; G = 7; H = 9; I = 3.3
34	Cc1nc(C)c(-c2ccnc(/N=C/NO)n2)s1
  A = -3; B = 0; C = 4; D = -8; E = 3; F = 1; G = -3; H = -6; I = 0.0
35	Nc1nc(SCC(=O)Nc2ccc(Cl)c([N+](=O)[O-])c2)n[nH]1
  A = -2; B = 0; C = /; D = 4; E = 4; F = /; G = 10; H = 0; I = 1.5
36	N#C/C(=C\c1ccc(C(=O)O)cc1)S(=O)(=O)c1cc(Br)ccc1Br
  A = -5; B = 0; C = 1; D = -3; E = 0; F = 0; G = 5; H = 0; I = 2.0
37	Cc1nc2ccc(Br)cc2c(=O)n1Cc1cccs1
  A = -13; B = 7; C = 7; D = -18; E = 6; F = -8; G = 2; H = 12; I = -1.4
38	COc1ccc(OC)c(NC(=O)CCNS(=O)(=O)c2cccc3nonc23)c1
  A = 0; B = 2; C = -4; D = 6; E = 4; F = -2; G = 10; H = -1; I = 1.1
39	CC[N+](C)(CC)CC(=O)OCC1C(C)C=C(C)CC1C (centres undefined)
  A = 1; B = 1; C = -1; D = -8; E = -5; F = 1; G = -2; H = -4; I = -2.9
40	O=[N+]([O-])c1cccc(/C([O-])=C(/C(=S)Nc2ccccc2)[n+]2ccccc2)c1
  A = -12; B = 8; C = 1; D = -13; E = -16; F = 35; G = 24; H = 5; I = 3.4
41	COC(=O)c1ccc(CNC(=O)CNC(=O)c2sc3ccccc3c2Cl)cc1
  A = -2; B = 0; C = 1; D = 1; E = 7; F = 9; G = 18; H = 1; I = 1.3
42	COc1cc(C(=O)NC(=S)N(C)Cc2ccccc2)cc(OC)c1OC
  A = -3; B = 4; C = -1; D = -13; E = 5; F = -6; G = 2; H = 3; I = -0.6
43	COc1ccc(NC(=O)c2cccnc2NCCc2ccccc2)cc1
  A = 5; B = 0; C = 44*; D = 1; E = -1; F = 3; G = 19; H = 2; I = 3.9
44	CCC(Sc1nc2ccncc2[nH]1)C(=O)Nc1ccc(C)c(Cl)c1 (centres undefined)
  A = 6; B = 1; C = -5; D = 9; E = 3; F = -31; G = 41; H = 4; I = 2.3
45	CCOC(=O)C1CCN(C(=O)CN(c2ccc(OC)cc2)S(=O)(=O)c2c(C)nn(C)c2C)CC1
  A = 3; B = 2; C = -1; D = 5; E = 1; F = -1; G = 19; H = 0; I = 2.8
46	CCCC(C)C(=O)NCc1ccc2c(c1)OCO2 (centres undefined)
  A = 1; B = 4; C = -11; D = -9; E = -5; F = 3; G = 0; H = -11; I = -7.2
47	O=C(COC(=O)c1ccc(Cl)c(S(=O)(=O)N2CCCCC2)c1)NCC1CCCO1 (centres undefined)
  A = i; B = 0; C = -19; D = -6; E = 0; F = 3; G = -10; H = -3; I = -0.6
48	Cc1c(O)c(CN2CCCC2)cc2c3c(c(=O)oc12)CCC3
  A = 4; B = 0; C = 1; D = 5; E = 8; F = 12; G = 15; H = 1; I = 1.1

High-throughput results: PubChem, several laboratories
